Source: PubChem BioAssay (Broad Institute)
C diff HTS = C. difficile growth inhibitors, primary screen, HTS; Clostridium difficile clinical isolate growth, OD600, 24 h; hits give low values; AID 1259249, 2017; growth activity, negative = inhibition, % at 16 µg/mL (by protocol); actives 0.25% (n = 86,000);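 active = mean growth activity at or below -80% and every replicate also at or below -80%; inconclusive = mean at or below -80% but some replicate above -80%; inactive = mean growth activity above -80%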;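 also: 0% = DMSO wells and -100% = levofloxacin 16 µg/mL wells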
GASC1 inh = inhibitors of GASC-1 (KDM4C) histone demethylase, primary screen, biochemical, single concentration HTS | inhibition, % at 12.5 µM | actives 0.15% (n = 96,000) | GST-KDM4C 2-372, H3K9me3 peptide, LANCE TR-FRET | AID 720574, 2013;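 active = mean replicate inhibition above about 25%, with at least 55% of replicates also reaching it, limit read from the data, passing the limit was not always enough; inconclusive = only one of those two conditions met; inactive = neither condition met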
Target sequence (Q9H3R0 2-372 limits assumed): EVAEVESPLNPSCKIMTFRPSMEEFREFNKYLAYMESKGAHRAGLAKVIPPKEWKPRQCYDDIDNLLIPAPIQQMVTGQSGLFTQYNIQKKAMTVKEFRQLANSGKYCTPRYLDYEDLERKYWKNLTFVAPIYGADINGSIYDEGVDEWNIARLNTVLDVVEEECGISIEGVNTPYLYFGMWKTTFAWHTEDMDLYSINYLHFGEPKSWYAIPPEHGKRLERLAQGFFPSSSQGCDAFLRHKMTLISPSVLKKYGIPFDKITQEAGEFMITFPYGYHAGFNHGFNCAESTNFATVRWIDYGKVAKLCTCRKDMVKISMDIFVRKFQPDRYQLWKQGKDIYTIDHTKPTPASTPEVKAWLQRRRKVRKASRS
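Material: GST-tagged GASC-1 (JMJD2C) catalytic fragment, aa 2-372. Input: enzyme final amount 10 nM. Medium: HEPES buffer, pH 7.5, plus ascorbate. Reagent: H3K9me3 peptide substrate, Fe(II), 2-oxoglutarate. Doses: single dose. Times: reaction 30 min RT, detection step 1 h RT. Measured by: LANCE TR-FRET. Evaluation: Fall in 671/618 emission ratio as inhibition.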
T cruzi growth = T. cruzi intracellular proliferation inhibitors, primary screen, cell-based, beta-gal Tulahuen parasites, NIH3T3 host, luminescence; T. cruzi beta-gal in NIH3T3, GalScreen luminescence, 90 h; inhibition, % at 8.34 µM; actives 5.9% (n = 77,000); AID 624255, 2012;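 active = mean inhibition above about 93%, with at least 55% of replicates each passing it, limit read from the data, passing the limit was not always enough; inconclusive = only one of those two conditions holds; inactive = neither condition holds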
Pf Dd2 growth = P. falciparum Dd2 growth inhibitors, primary screen, SYBR Green fluorescence, single dose replicates | actives 2.3% (n = 94,000) | AID 1159554, 2015 | activity change, % at 10 µM | 72 h; hits give low values; in the data active = activity change below about -80%; inconclusive = no clear call, values can overlap the other calls
* marks the source's active call; other numbers are inactive results; ? = inconclusive; · = not tested or not shown; & = joins results of further samples.

SMILES	C diff HTS	GASC1 inh	T cruzi growth	Pf Dd2 growth
O=C(c1ccc(F)cc1)N1CC[C@@H]2[C@@H](CO)Nc3ccc(C#Cc4ccccc4F)cc3[C@@H]21	-22	-2.8	52	-12
COc1cccc(-c2cccc(-c3nc(C(=O)N(C)C)cc4c3[C@@H](CCO)N([S@](=O)C(C)(C)C)C4)c2)c1	·	-0.1	53	-36
COc1cccc(NC(=O)N(C)C[C@H]2OCc3ccccc3-c3c(n(C)c4ccccc34)C(=O)N([C@H](C)CO)C[C@H]2C)c1	-9	·	·	-49
CCCN(C)C[C@H]1OCCCC[C@@H](C)Oc2ccc(NC(=O)C3CCCCC3)cc2C(=O)N([C@H](C)CO)C[C@H]1C	11	-0.9	89	-78
C[C@H]1CN([C@@H](C)CO)C(=O)c2cccc(NC(=O)c3ccncc3)c2O[C@@H]1CN(C)C(=O)NC1CCCCC1	-2	0.1	24	8
O=C(C[C@@H]1C[C@@H]2c3cc(NC(=O)C4CCC4)ccc3O[C@@H]2[C@H](CO)O1)NCc1ccccc1	·	2.1	15	6
CCS(=O)(=O)N[C@H]1C=C[C@@H](CC(=O)O)O[C@@H]1CO	0	-0.7	·	10
CN(C)c1ccc2c(c1)[C@@H]1C[C@H](CC(=O)NCC3CC3)O[C@H](CO)[C@@H]1O2	5	19	15	5
C[C@H](NC(=O)C[C@@H]1CC[C@H]2[C@@H](COC[C@@H](O)CN2C(=O)Nc2cccc(F)c2)O1)c1ccccc1	4	-1.5	18	-9
Cc1noc(C)c1S(=O)(=O)N(C)C[C@@H]1OCCCC[C@H](C)Oc2ccc(NC(=O)Nc3ccccc3)cc2C(=O)N([C@@H](C)CO)C[C@H]1C	11	0.0	·	?
C[C@H]1CN([C@@H](C)CO)C(=O)c2cc(NC(=O)Nc3ccc4c(c3)OCO4)ccc2O[C@H]1CN(C)C(=O)Nc1cccc2ccccc12	·	0.1	67	-11
C[C@@H]1CN([C@H](C)CO)C(=O)c2cc(NC(=O)CCC(F)(F)F)ccc2O[C@@H](C)CCCCO[C@@H]1CN(C)S(=O)(=O)c1cccs1	6	0.1	68	-85*

A stretch from further up, as a working copy:
SMILES	C diff HTS	GASC1 inh	T cruzi growth	Pf Dd2 growth
C[C@H]1CN([C@@H](C)CO)C(=O)c2cc(NC(=O)Nc3ccc4c(c3)OCO4)ccc2O[C@H]1CN(C)C(=O)Nc1cccc2ccccc12	·	0.1	67	-11
C[C@@H]1CN([C@H](C)CO)C(=O)c2cc(NC(=O)CCC(F)(F)F)ccc2O[C@@H](C)CCCCO[C@@H]1CN(C)S(=O)(=O)c1cccs1	6	0.1	68	-85*

Retrieved by compound from the entries so far:
SMILES	C diff HTS	GASC1 inh	T cruzi growth	Pf Dd2 growth
C[C@@H]1CN([C@H](C)CO)C(=O)c2cc(NC(=O)CCC(F)(F)F)ccc2O[C@@H](C)CCCCO[C@@H]1CN(C)S(=O)(=O)c1cccs1	6	0.1	68	-85*
C[C@H]1CN([C@@H](C)CO)C(=O)c2cccc(NC(=O)c3ccncc3)c2O[C@@H]1CN(C)C(=O)NC1CCCCC1	-2	0.1	24	8
C[C@H]1CN([C@@H](C)CO)C(=O)c2cc(NC(=O)Nc3ccc4c(c3)OCO4)ccc2O[C@H]1CN(C)C(=O)Nc1cccc2ccccc12	·	0.1	67	-11

(cont.)
SMILES	C diff HTS	GASC1 inh	T cruzi growth	Pf Dd2 growth
O=C(Cc1ccccc1)N1C[C@@H]2[C@H](c3ccccc31)[C@@H](CO)N2S(=O)(=O)c1ccccc1	4	0.9	31	19
COc1ccc(NC(=O)N(C)C[C@H]2OCCCC[C@@H](C)Oc3ccc(NC(=O)c4ccccc4)cc3C(=O)N([C@H](C)CO)C[C@H]2C)cc1	3	-0.3	75	-67
COCC(=O)Nc1ccc2c(c1)OC[C@@H](C)N(Cc1ccccn1)C[C@@H](C)[C@@H](OC)CN(C)C2=O	·	-0.2	28	-6
C[C@@H]1CCCCO[C@H](CN(C)Cc2ccc(Cl)c(Cl)c2)[C@@H](C)CN([C@@H](C)CO)C(=O)c2cc(NC(=O)NC3CCCCC3)ccc2O1	3	0.3	·	-46
COc1ccccc1-c1ccc2c(c1)O[C@@H](CN(C)S(=O)(=O)c1ccc(C)cc1)[C@H](C)CN([C@@H](C)CO)S2(=O)=O	5	1.1	126*	-84*
COc1ccc2c3c([nH]c2c1)[C@H](CO)N(C(=O)C1CCC1)CC31CN(Cc2cccc(F)c2)C1	-9	-0.1	·	-44
Cc1noc(C)c1NC(=O)N(C)C[C@@H]1Oc2c(NC(=O)CCCCCC(=O)Nc3ccccc3N)cccc2C(=O)N([C@@H](C)CO)C[C@@H]1C	-5	0.5	·	30
CO[C@H]1CN(C)C(=O)c2cc(NC(=O)C3CC3)ccc2OC[C@H](C)N(Cc2cccnc2)C[C@H]1C	·	-1.1	-61	·
O=C(C[C@H]1C[C@@H]2c3cc(NS(=O)(=O)c4ccccc4)ccc3O[C@@H]2[C@@H](CO)O1)NC1CCCC1	-2	-1.8	-14	-29
CCc1csc(N2[C@H](C#N)[C@H](c3ccc(-c4cccc(F)c4)cc3)[C@@H]2CO)n1	7	-2.6	92	-40
CC(C)NC(=O)Nc1ccc2c(c1)C(=O)N([C@@H](C)CO)C[C@H](C)[C@H](CN(C)Cc1ccc(Cl)c(Cl)c1)OCCCC[C@@H](C)O2	-1	-0.5	·	·
CCN(C[C@@H]1[C@@H](c2ccccc2)[C@H](CO)N1Cc1cccnc1)C(C)=O	-4	1.7	-36	-9

The final 5 entries of the section above come first, to join the parts:
SMILES	C diff HTS	GASC1 inh	T cruzi growth	Pf Dd2 growth
CO[C@H]1CN(C)C(=O)c2cc(NC(=O)C3CC3)ccc2OC[C@H](C)N(Cc2cccnc2)C[C@H]1C	·	-1.1	-61	·
O=C(C[C@H]1C[C@@H]2c3cc(NS(=O)(=O)c4ccccc4)ccc3O[C@@H]2[C@@H](CO)O1)NC1CCCC1	-2	-1.8	-14	-29
CCc1csc(N2[C@H](C#N)[C@H](c3ccc(-c4cccc(F)c4)cc3)[C@@H]2CO)n1	7	-2.6	92	-40
CC(C)NC(=O)Nc1ccc2c(c1)C(=O)N([C@@H](C)CO)C[C@H](C)[C@H](CN(C)Cc1ccc(Cl)c(Cl)c1)OCCCC[C@@H](C)O2	-1	-0.5	·	·
CCN(C[C@@H]1[C@@H](c2ccccc2)[C@H](CO)N1Cc1cccnc1)C(C)=O	-4	1.7	-36	-9
CC(=O)N(C)C[C@@H]1Oc2cc(-c3cccc(C#N)c3)ccc2S(=O)(=O)N([C@H](C)CO)C[C@@H]1C	5	1.7	3	25
C[C@H](CO)N1C[C@H](C)[C@@H](CN(C)C(=O)Nc2cccc3ccccc23)Oc2ccc(NC(=O)CCN3CCOCC3)cc2CC1=O	-1	-0.1	·	26
C[C@@H]1CN([C@H](C)CO)C(=O)c2c(c3ccccc3n2C)-c2ccccc2CO[C@@H]1CN(C)Cc1ccc(F)cc1	37	-1.7	·	-64
CCS(=O)(=O)N1CC(=O)N2[C@H](C1)[C@@H](c1ccc(C#CC3CCCCC3)cc1)[C@@H]2CO	-11	0.6	·	-13
COc1ccc(S(=O)(=O)Nc2ccc3c(c2)[C@@H]2C[C@H](CC(=O)N(C)C)O[C@H](CO)[C@@H]2O3)cc1	-9	0.2	-14	7
C[C@@H]1CN([C@@H](C)CO)C(=O)c2cc(NC(=O)Nc3ccc(C(F)(F)F)cc3)ccc2O[C@@H]1CN(C)Cc1ccncc1	3	-0.2	·	3
COc1ccc(-c2ccc3n(c2=O)C[C@H]2[C@H](CO)[C@@H](C(=O)N(C)C)[C@@H]3N2Cc2cncnc2)cc1	-3	0.3	-5	·
O=C(C[C@@H]1C=C[C@H](NC(=O)CC2CC2)[C@H](CO)O1)NCc1ccc(-c2ccccc2)cc1	·	4.2	16	13
CO[C@H]1CN(C)C(=O)c2cc(NC(=O)C3CC3)ccc2OC[C@H](C)N(C(=O)c2ccncc2)C[C@@H]1C	·	3.9	38	1
C[C@@H]1CN([C@@H](C)CO)S(=O)(=O)c2ccc(/C=C/c3ccccc3)cc2O[C@H]1CN(C)Cc1ccccc1	3	2.7	107*	-58
COCC(=O)Nc1ccc2c(c1)C(=O)N(C)C[C@@H](OC)[C@@H](C)CN(CC1CCCCC1)[C@@H](C)CO2	-1	-1.2	6	31
CCCC#Cc1ccc([C@H]2[C@H]3CN(S(=O)(=O)c4ccccc4C)CCCCN3[C@H]2CO)cc1	18	-3.1	65	-8
C[C@H]1CN([C@@H](C)CO)C(=O)c2cc(C3=CCCC3)cnc2O[C@@H]1CN(C)Cc1ccc(C(=O)O)cc1	0	1.0	-199	0
Cc1noc(C)c1NC(=O)NCC[C@H]1CC[C@H](NC(=O)c2ccncc2)[C@H](CO)O1	2	1.8	-25	8
CN(C)C(=O)C[C@@H]1C=C[C@@H](NC(=O)NC2CCCCC2)[C@@H](CO)O1	0	7.7	·	-5
Cc1noc(C)c1S(=O)(=O)Nc1ccc2c(c1)C(=O)N([C@@H](C)CO)C[C@H](C)[C@H](CN(C)C(=O)c1ccncc1)OCCCC[C@H](C)O2	2	-0.4	27	-29
C[C@H]1CN([C@@H](C)CO)C(=O)Cc2cc(NC(=O)Nc3ccc4c(c3)OCO4)ccc2O[C@@H]1CN(C)Cc1ccc(C(F)(F)F)cc1	2	0.6	76	-11
COCC(=O)Nc1ccc2c(c1)OC[C@@H](C)N(C(=O)C1CCCC1)C[C@@H](C)[C@@H](OC)CN(C)C2=O	-1	3.9	-42	-45
C[C@@H]1CN([C@H](C)CO)C(=O)c2cccc(NC(=O)c3nc4ccccc4s3)c2O[C@@H]1CN(C)CC1CCCCC1	3	-0.4	-11	-34
C[C@@H]1CN([C@H](C)CO)C(=O)c2cc(NC(=O)Nc3cccc4ccccc34)ccc2O[C@@H]1CN(C)Cc1ccc(C(F)(F)F)cc1	10	-0.2	92*	-8
O=C(Nc1ccc(F)cc1)N[C@H]1CC[C@@H](CCn2cc(-c3ccccc3F)nn2)O[C@H]1CO	-1	-0.7	·	·
CNC[C@@H]1Oc2ncc(-c3ccc(OC)cc3)cc2C(=O)N([C@@H](C)CO)C[C@@H]1C	3	-0.2	·	-43
COc1ccc(C(=O)Nc2ccc3c(c2)C(=O)N(C)C[C@@H](OC)[C@@H](C)CN(C)[C@@H](C)CO3)cc1	-2	-2.3	6	37
O=C(Cc1ccccc1)N1C[C@@H]2[C@H](c3ccccc31)[C@@H](CO)N2C(=O)C1CC1	-4	-1.1	44	0
C[C@@H]1CCCCO[C@@H](CN(C)CC2CC2)[C@@H](C)CN([C@H](C)CO)C(=O)c2cc(NS(=O)(=O)c3ccc(F)cc3)ccc2O1	-2	-1.0	81	-45
Cc1ccc(S(=O)(=O)N(C)C[C@H]2Oc3c(NS(=O)(=O)c4ccc(F)cc4)cccc3C(=O)N([C@H](C)CO)C[C@H]2C)cc1	-3	0.0	28	-25
C[C@@H]1CCCCO[C@H](CN(C)S(=O)(=O)c2ccc(Cl)cc2)[C@@H](C)CN([C@@H](C)CO)C(=O)c2cc(NC(=O)C3CCCCC3)ccc2O1	-1	-0.1	108*	-81*
CC(C)NC(=O)Nc1ccc2c(c1)C(=O)N([C@H](C)CO)C[C@H](C)[C@@H](CN(C)C(=O)Nc1ccc3c(c1)OCO3)O2	-1	5.5	·	30
CCNC(=O)[C@H]1[C@H](CO)[C@H]2Cn3c(ccc(C4=CCCCC4)c3=O)[C@H]2N1C(=O)c1cnccn1	2	-0.2	66	-13
C[C@@H]1CN([C@@H](C)CO)C(=O)c2cccc(NC(=O)Nc3cccc4ccccc34)c2O[C@H]1CN(C)CC1CC1	24	4.7	35	-9
COc1ccc(CN(C)C[C@@H]2OCc3cnnn3CCCC(=O)N([C@@H](C)CO)C[C@H]2C)cc1	-2&-1	4.9	-5&31	-5&4
O=C(c1ccc(F)cc1)N1CC(=O)N2[C@H](CO)[C@H](c3ccc(C#CC4CC4)cc3)[C@H]2C1	-6	-1.8	·	4
C[C@H]1CN([C@@H](C)CO)C(=O)Cc2cc(NC(=O)Cc3cn(C)c4ccccc34)ccc2O[C@H]1CN(C)C(=O)Nc1cccc2ccccc12	-2	-1.1	29	-33
O=C(N[C@H]1CC[C@H](CC(=O)N2CCOCC2)O[C@@H]1CO)c1cccc(F)c1	·	0.3	9	5
COc1ccc(NC(=O)Nc2ccc3c(c2)C(=O)N([C@@H](C)CO)C[C@@H](C)[C@@H](CN(C)Cc2ccccc2)OCCCC[C@@H](C)O3)cc1	-3	-1.5	92	-63
CCCNC(=O)Nc1ccc2c(c1)OC[C@@H](C)N(Cc1cccnc1)C[C@H](C)[C@@H](OC)CN(C)C2=O	·	1.3	-17	-12
C[C@H]1CN([C@@H](C)CO)C(=O)Cc2cc(NC(=O)CCCCCC(=O)Nc3ccccc3N)ccc2O[C@@H]1CN(C)S(C)(=O)=O	2	0.2	32	11
Cc1cccc(S(=O)(=O)N2CCCCN3[C@H](C2)[C@@H](c2ccc(C#C[C@H](C)O)cc2)[C@@H]3CO)c1	-2	0.5	101*	-6
